Source: PubChem BioAssay
Abeta yeast res = restores growth of yeast expressing A-beta42 peptide. yeast expressing A-beta42, growth rescue, OD600, 48 h; response scale: 0% DMSO, 100% iron-clioquinol control. Potency, µM (titrated, usually from 46.1 µM), without a hit: top-dose growth rescue, actives largely listed as activators. 410,000 tested, 0.063% active. AID 1347071; note: nearly all actives have a fitted effect of over 55% in size
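Growth rescue measured by 600 nm absorbance after 48 h yeast culture at 30 C with compound. Values normalized between DMSO and an equimolar ferric chloride plus clioquinol control.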
FUS yeast rescue = FUS proteinopathy suppression in yeast. 390,000 tested, 0.24% active. S. cerevisiae FUS-expressing, growth rescue, OD600, 24 h. AID 1347120. Potency, µM (titrated, usually from 76.6 µM), for inactives: at the top dose growth rescue (activation), most hits filed as activators;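 note: plate controls were DMSO vehicle for no effect and reference control for full effect; nearly all actives have a fitted effect of over 55% in size; some results filed as inactive show a strong effect at the top dose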
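Cultures pregrown in 2.5% raffinose medium are shifted to minimal medium containing 2% galactose to express toxic FUS. Compounds are tested at several concentrations. After 24hr at 30C, growth is quantified at 600 nm absorbance.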
* marks the source's active call; other numbers are inactive results; ? = inconclusive. Calls come from the whole dose curve; as a rule, active = well fitted activation curve with a large enough effect; inconclusive = small, poorly fitted or top-dose-only effect; inactive = no such curve, though single readings can be large or run the other way. Potency is the fitted concentration of half-maximal effect. These rows are one share of the data (hit frequency here may not be typical).

Preview (15 entries):
SMILES	Abeta yeast res	FUS yeast rescue
Cc1cccc(-c2nc3c4ccccc4nc(N4CCN(c5ccccc5F)CC4)n3n2)c1	-21%	10%
COc1ccc(/C=C/C(=O)Nc2nc3n(n2)C(c2ccccc2)C=C(c2ccccc2)N3)cc1 (stereo not drawn)	-11%	?
Cc1ccc(C2=NC(c3ccccc3)=Nc3ccc(Cl)cc3N2)cc1	-2%	10%
COc1cc(C(=O)NCc2nc3cccnc3n2Cc2ccc(C)cc2)cc(OC)c1OC	-12%	-8%
Cc1ccc(Cn2ccnc2SCC(=O)Nc2nc3ccccc3s2)cc1	29%	?
Cc1cc2nc3c(=O)n(C)c(=O)n(C)c3nc2cc1N=CN(C)C	-7%	-2%
COC(=O)c1cc(NC(=O)c2ccc3c(c2)NC(=O)c2ccccc2S3)cc(C(=O)OC)c1	-1%	6%
COc1ccc(-c2nnc(SCC(=O)Nc3cccc(C(F)(F)F)c3)s2)cc1	-10%	1%
CCOc1ccccc1CNC(=O)C1CCN(c2nn3cc(-c4ccc(F)cc4)nc3s2)CC1	-13%	8%
O=c1c2[nH]c3ccccc3c2nc(SCc2cccc(F)c2)n1-c1ccccc1	3%	-2%
CC(C)c1ccc(NC(=O)c2cc3c(=O)oc4ccccc4c3s2)cc1	-10%	-7%
N#Cc1c[nH]n2c(NC3CCCC3)c(-c3cccc(Cl)c3)nc12	-10%	-19%
CCc1nn(CC(=O)NC(C)CC)c(=O)c2cc3c(OC)cccc3n12 (stereo not drawn)	-21%	1%
Cc1nn(Cc2ccccc2Cl)c(C)c1NC(=O)c1cc(C(C)C)on1	3%	15%
Cc1cccc(C)c1OCC(=O)Nc1nonc1-c1ccc(Br)cc1	-8%	-10%

All compounds of this part, from the start:
SMILES	Abeta yeast res	FUS yeast rescue
Cc1cccc(-c2nc3c4ccccc4nc(N4CCN(c5ccccc5F)CC4)n3n2)c1	-21%	10%
COc1ccc(/C=C/C(=O)Nc2nc3n(n2)C(c2ccccc2)C=C(c2ccccc2)N3)cc1 (stereo not drawn)	-11%	?
Cc1ccc(C2=NC(c3ccccc3)=Nc3ccc(Cl)cc3N2)cc1	-2%	10%
COc1cc(C(=O)NCc2nc3cccnc3n2Cc2ccc(C)cc2)cc(OC)c1OC	-12%	-8%
Cc1ccc(Cn2ccnc2SCC(=O)Nc2nc3ccccc3s2)cc1	29%	?
Cc1cc2nc3c(=O)n(C)c(=O)n(C)c3nc2cc1N=CN(C)C	-7%	-2%
COC(=O)c1cc(NC(=O)c2ccc3c(c2)NC(=O)c2ccccc2S3)cc(C(=O)OC)c1	-1%	6%
COc1ccc(-c2nnc(SCC(=O)Nc3cccc(C(F)(F)F)c3)s2)cc1	-10%	1%
CCOc1ccccc1CNC(=O)C1CCN(c2nn3cc(-c4ccc(F)cc4)nc3s2)CC1	-13%	8%
O=c1c2[nH]c3ccccc3c2nc(SCc2cccc(F)c2)n1-c1ccccc1	3%	-2%
CC(C)c1ccc(NC(=O)c2cc3c(=O)oc4ccccc4c3s2)cc1	-10%	-7%
N#Cc1c[nH]n2c(NC3CCCC3)c(-c3cccc(Cl)c3)nc12	-10%	-19%
CCc1nn(CC(=O)NC(C)CC)c(=O)c2cc3c(OC)cccc3n12 (stereo not drawn)	-21%	1%
Cc1nn(Cc2ccccc2Cl)c(C)c1NC(=O)c1cc(C(C)C)on1	3%	15%
Cc1cccc(C)c1OCC(=O)Nc1nonc1-c1ccc(Br)cc1	-8%	-10%
CC(=O)c1ccc(NC(=O)Cn2c(=O)cc(C)c3c(C)nn(-c4cccc(F)c4)c32)cc1	6%	-15%
COc1ccc(CCNC(=O)c2cc(=O)c3c(C)cc(C)cc3o2)cc1OC	6%	-1%
CCOC(=O)c1ccc(NC(=O)CSc2nnc(CNC(=O)c3ccc(OC)cc3)n2CC)cc1	-14%	15%
O=C(Nc1ccc2oc(-c3ccc(O)c(Br)c3)nc2c1)c1cc2ccccc2o1	-11%	-5%
CCC(=O)Nc1sc2c(c1C(=O)Nc1ccc(OC)cc1)CCC(C(C)(C)C)C2 (stereo not drawn)	-7%	-7%
CC(=O)c1cccc(NC(=O)c2ccc3c(c2)N(Cc2ccc(C)cc2)CCS3)c1	-1%	28%
CCn1c(=O)cc(OCC(=O)N2CCN(c3ccc(OC)cc3)CC2)c2ccccc21	-9%	15%
CC(C)c1nn2c(=O)cc(COC(=O)c3ccc4c(c3)OCO4)nc2s1	-17%	-7%
CCN(C(=O)CSc1nc2ccccc2n1CC(=O)Nc1cccc(C#N)c1)c1ccccc1	6%	?
Cc1ccc(N2CC(NC(=O)c3ccco3)CC2=O)cc1C (stereo not drawn)	-27%	8%

Next records:
SMILES	Abeta yeast res	FUS yeast rescue
O=C(Nc1nnc(-c2cc(Cl)ccc2Cl)o1)c1ccc2c(c1)OCCO2	-3%	-6%
CCOC(=O)CC(=O)CSc1nc2ccccc2c(=O)n1CCc1ccccc1	4%	23%
CCc1ccccc1NC(=O)CN(Cc1ccccc1)S(=O)(=O)c1ccc(Br)cc1	0%	-5%
CC(Sc1oc(-c2cccs2)nc1S(=O)(=O)c1ccccc1)c1ccccc1 (stereo not drawn)	1%	7%
CC1CCN(S(=O)(=O)c2ccc3c(c2)oc(=O)n3CC(=O)N2CCCCC2)CC1	-14%	4%
COC(=O)CC1Oc2ccccc2-n2cc(-c3ccc(C)cc3)nc21 (stereo not drawn)	-21%	-3%
Cc1ccc(S(=O)(=O)c2nnn3c2nc(N2CCC(C)CC2)c2cc(Cl)ccc23)cc1C	-11%	-14%
O=C(C1CCC(Cn2c(=O)c3sccc3n(Cc3ccc(F)cc3)c2=O)CC1)N1CCOCC1 (stereo not drawn)	-35%	29%
CCn1c(=O)c2cc(C(=O)NCCc3ccc(Cl)cc3)sc2c2ccccc21	-6%	-18%
COc1ccc(Br)cc1C(=O)Nc1ccc(-c2nc3cc(Cl)ccc3o2)cc1	-1%	-22%
CCC(C)NC(=O)CSc1nc2cc3c(cc2c(=O)n1CCCC(=O)NCc1ccc2c(c1)OCO2)OCO3 (stereo not drawn)	-2%	9%
COc1ccc(S(=O)(=O)c2c(O)c3ccc(C(=O)NCc4ccccc4)cc3[nH]c2=O)cc1	-2%	-12%
Cn1c(=O)nc2n(-c3ccc(Br)cc3)c3cccc(Cl)c3cc-2c1=O	-20%	-19%
COc1ccc(N2CCN(S(=O)(=O)c3ccc(-c4ccno4)cc3OC)CC2)cc1	-3%	1%
O=C(Nc1cccc(Cl)c1Cl)c1cc(S(=O)(=O)N2CCCc3ccccc32)ccc1F	-2%	?
Cc1ccc(NC(=O)Cn2cnc3c2c(=O)n(C)c(=O)n3C)cc1C	-3%	-27%
Cc1ccc(OCC(=O)Nc2cccc(C(=O)OCc3cc(=O)n4c(C)csc4n3)c2)cc1	5%	?
Cc1cccc(OCC(=O)Nc2cccc(OCc3cc(=O)n4cccc(C)c4n3)c2)c1	-3%	-17%
Cc1oc2ccc(O)c(CN3CCOCC3)c2c1C(=O)Nc1cccc(Cl)c1C	-5%	7%
CCN(CC)c1ccc(NC(=O)c2sc3ccccc3c2Cl)cc1	-3%	13%
CCCN(C(=O)CCc1nc(-c2ccc(C)cc2)no1)c1ccc(OCC)cc1	1%	?
Cc1cc(=O)n(CC(=O)NC(C)c2ccccc2)c2c1c(C)nn2C (stereo not drawn)	2%	7%
CCOc1ccccc1NC(=O)C1CCCN(S(=O)(=O)c2cccs2)C1 (stereo not drawn)	-6%	6%
Cn1c2c(c(=O)n(C)c1=O)C(c1ccccc1C(F)(F)F)CC(=O)N2 (stereo not drawn)	-8%	-13%
CCN(CC)CCCNC(=O)c1sc2nc3n(c(=O)c2c1C)CCCCC3	-3%	-6%

Additional entries:
SMILES	Abeta yeast res	FUS yeast rescue
O=c1c(N2CCN(c3ccc(F)cc3)CC2)csc2ccc(F)cc12	-3%	13%
COc1cc(OC)c(NC(=O)c2ccc3c(c2)N(Cc2ccc(C)cc2)CCS3)cc1Cl	3%	14%
Cc1cc(Nc2cccc(C(F)(F)F)c2)nc2ccc(NC(=O)c3cccnc3)cc12	5%	?
COc1cc(-c2nnc(SCCOc3cc(C)cc(C)c3)o2)cc(OC)c1OC	-23%	16%
CCC(=O)N1c2ccccc2CC1C(=O)NCc1cccc(C)c1 (stereo not drawn)	-4%	-7%
COc1cccc(NC(=O)N(Cc2c[nH]c3ccccc23)C2CCCCCC2)c1	?	47%
Cc1cccc(Nc2ncnc3c2cnn3C)c1C	0%	2%
CCOc1cc(C2c3c(-c4cc(C)ccc4O)n[nH]c3C(=O)N2CCCOC(C)C)ccc1O (stereo not drawn)	-9%	32%
CC(C)c1ccc(NC(=O)C2CCCN(S(=O)(=O)c3cccc4nonc34)C2)cc1 (stereo not drawn)	-4%	-24%
COc1ccc(C(=O)NCC(c2cccnc2)N2CCc3ccccc32)cc1OC (stereo not drawn)	-10%	-10%
COc1ccc(N2CC(NC(=O)C(=O)c3c[nH]c4ccccc34)CC2=O)cc1 (stereo not drawn)	6%	1%
CCn1c(=O)cc(OCC(=O)N2CCN(c3ccc(C(C)=O)cc3)CC2)c2ccccc21	-18%	-34%
Cc1cc(NC(=O)C(C)(C)Oc2ccc(Cl)cc2)cc(-c2nc3ncccc3o2)c1O	-12%	9%
CCOC(=O)CSc1nc2ccc(NC(=O)c3ccccc3)cc2s1	-13%	29%
COc1cc2ccccc2cc1C(=O)Nc1ccc2oc(-c3ccc(F)cc3)nc2c1	-9%	-1%
COc1ccccc1NC(=O)c1nnn(-c2ccc(F)cc2)c1C	-6%	-6%
Cc1ccc(NC(=O)CSc2nc3ccccc3c3nc(CCc4c(C)n[nH]c4C)nn23)c(C)c1	2%	21%
CCCOC(=O)c1cccc(Nc2nc(CCC)cc(=O)[nH]2)c1	-7%	?
CCN(CC)S(=O)(=O)c1ccc2c(c1)N(CC(=O)Nc1ccc(C)cc1C)C(=O)C1CCCN21 (stereo not drawn)	-14%	32%
CCN(CC)CCNc1ncnc2c1cnn2-c1cc(Cl)ccc1C	-13%	-8%
CCOc1ccc(CCNC(=O)c2ccc3c(c2)c(C)c(C)n3Cc2ccccc2)cc1OCC	-14%	?
Cc1ccccc1CSc1cn(CC(=O)N2CCCCC2)c2ccccc12	18%	29%
Cc1cccc(-c2nc3cc(NC(=O)Cc4ccc(Cl)cc4)ccc3o2)c1	12%	-4%
O=C(c1ccc(F)cc1)c1cn(Cc2ccccc2F)c2cc3c(cc2c1=O)OCCO3	-2%	-8%
Cc1ccc(CNC(=O)CCC(=O)N2CC3CCCN3c3ccccc32)cc1 (stereo not drawn)	1%	26%

Carrying on:
SMILES	Abeta yeast res	FUS yeast rescue
COC(=O)c1cc2oc3ccccc3c2n1Cc1nc(-c2ccccc2Cl)oc1C	-8%	-10%
Cc1cc(C)c(S(=O)(=O)NCC(c2ccc(N(C)C)cc2)N2CCOCC2)c(C)c1 (stereo not drawn)	26%	-1%
Fc1ccc(-c2nc(Nc3cccc(C(F)(F)F)c3)nc3c2COc2ccccc2-3)cc1	-8%	-21%
COC(=O)c1ccc(NC(=O)c2cc(=O)c3ccc(C)cc3o2)cc1	2%	14%
Cc1ccc(OCC(=O)Nc2ccc3nc(Nc4cccc(Cl)c4)cc(C)c3c2)cc1	-7%	-29%
Cc1noc(/C=C/c2ccccc2F)c1S(=O)(=O)N1CCC(C(=O)NCC(C)c2ccccc2)CC1 (stereo not drawn)	0%	0%
O=C(Nc1cccc(C(F)(F)F)c1)c1cc2ccc3cccnc3c2[nH]1	-9%	-12%
COc1ccc(Cn2c(SCc3ccc(C(=O)NC4CCCCC4)cc3)nc3cccnc32)cc1	-13%	9%
CCC(C)NC(=O)Cn1c(=O)cc(-c2ccccc2)c2c(C)nn(C)c21 (stereo not drawn)	-16%	7%
COc1ccc(NC(=O)C(=O)NCC(c2cccnc2)N2CCc3ccccc32)cc1OC (stereo not drawn)	-5%	-8%
COC(=O)c1nnn(CC(=O)Nc2c(C)cccc2C)c1N	5%	-17%
Cc1ccccc1CNC(=O)CCCn1c(=O)c2cccn2c2ccccc21	-10%	31%
CC1Cc2cc(S(=O)(=O)NCc3ccc(Cl)cc3)ccc2N1C(=O)C1CCC1 (stereo not drawn)	-4%	-3%
CCOC(=O)c1c(C)[nH]c(C)c1S(=O)(=O)N1CCC(C(=O)NCc2ccc(N(C)C)cc2)CC1	-4%	15%
Cc1ccc(C)c(S(=O)(=O)NCCc2csc(-c3ccc(Cl)cc3)n2)c1	11%	19%
COc1ccc(C2c3c(oc4ccc(F)cc4c3=O)C(=O)N2Cc2ccc3c(c2)OCO3)cc1 (stereo not drawn)	-1%	8%
CN(C)c1ccc(CNc2nc(-c3ccco3)nn2S(C)(=O)=O)cc1	0%	-14%
O=C(Nc1ccccc1Cl)N1CCC(CN2CCCC2)CC1	5%	5%
CCc1cccc(C)c1NC(=O)Cn1nnc(-c2nc(-c3ccccc3F)no2)c1N	-9%	-2%
O=C(NCc1cccc(Cl)c1)c1c2c(nc3ccccc13)C(=O)N(C1CCCCC1)C2	-5%	3%
COc1ccc(NC(=O)Cc2csc(COc3cccc(C)c3)n2)cc1OC	6%	40%
CCN1CCSc2ccc(C(=O)NCc3ccc(OC)cc3)cc21	21%	0%
